# Ba/F3 V617F tox: reduced viability of JAK2V617F-dependent Ba/F3 cells, primary screen, JAK2V617F inhibitor project, cell-based, Ba/F3 EpoR-JAK2V617F, luminescence; 220,000 tested, 1.1% active; inhibition, % at 5.6 µM; ATP luminescence;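 active means inhibition above the campaign mean plus 3 SD over all tested compounds, cut at about 24% in these data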;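 further: cytokine-independent growth of Ba/F3 cells driven by EpoR plus mutant JAK2; 0% = DMSO-treated cells and 100% = JAK inhibitor I control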
# PPC-1+TRAIL kill: compounds killing PPC-1 cancer cells with TRAIL present, primary screen, TRAIL potentiator project, ATPLite luminescence, uHTS. 220,000 tested, 0.41% active. cell killing (% activity), % at 4 µM. AID 1443, 2008. PPC-1 cells + TRAIL, ATPLite viability luminescence;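 active means cell killing above 50% in the first pass at 4 µM, then a duplicate retest at 5 µM averaging 50% or more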;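 further: plate controls were cells with TRAIL plus DMSO for no effect and medium-only wells lacking cells for full effect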
# Furin inh: human furin inhibitors, primary screen, biochemical, fluorescence intensity | AID 463115, 2010 | purified furin, fluorogenic substrate cleavage | inhibition, % at 30 µM | P09958 | 220,000 tested, 0.061% active; in the data active means inhibition above about 25%; further: inactives centre near -15
# Target sequence (P09958 108-714 limits assumed): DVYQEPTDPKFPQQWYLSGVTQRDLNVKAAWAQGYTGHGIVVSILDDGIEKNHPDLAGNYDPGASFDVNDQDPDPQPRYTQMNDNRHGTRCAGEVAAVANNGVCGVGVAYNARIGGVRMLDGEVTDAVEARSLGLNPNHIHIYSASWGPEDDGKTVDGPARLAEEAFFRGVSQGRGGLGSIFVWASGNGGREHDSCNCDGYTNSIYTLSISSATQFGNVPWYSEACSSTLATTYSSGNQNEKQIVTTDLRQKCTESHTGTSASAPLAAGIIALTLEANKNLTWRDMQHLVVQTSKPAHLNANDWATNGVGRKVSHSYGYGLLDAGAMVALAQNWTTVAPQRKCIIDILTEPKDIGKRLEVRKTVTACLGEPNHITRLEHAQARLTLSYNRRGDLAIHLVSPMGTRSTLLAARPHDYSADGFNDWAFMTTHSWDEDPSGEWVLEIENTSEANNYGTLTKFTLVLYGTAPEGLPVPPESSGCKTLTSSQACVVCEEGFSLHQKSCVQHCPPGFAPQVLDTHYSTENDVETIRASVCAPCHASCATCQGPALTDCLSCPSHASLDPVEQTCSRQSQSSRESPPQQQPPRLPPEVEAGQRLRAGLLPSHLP
# RBBP9 inhibitor: human RBBP9 inhibitors, primary screen, biochemical, fluorescence polarization, FP-Rh probe, HTS. Serine hydrolase RBBP9 (Homo sapiens), O75884. recombinant RBBP9. inhibition, % at 7.94 µM. 220,000 tested, 0.2% active;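 active means inhibition above the campaign mean of all tested compounds plus 3 SD, cut at about 14% in these data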;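 further: plate controls were DMSO wells with RBBP9 for no effect and wells lacking RBBP9 protein for full effect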
#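 System: RBBP9 protein / Buffer or medium: Tris/NaCl buffer pH 8.0 with 0.1% Pluronic / Probe or stimulus: Serine-hydrolase probe FP-Rh, 375 nM pre-mixing / Dosing: 7.94 µM single dose, 0.794% DMSO / Times: enzyme-compound preincubation 30 min, then probe labeling 45 min, 25 °C / Technique: fluorescence polarization (mP), excitation 525 nm, emission 598 nm / Replication: singlicate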
# NCF1 inh: p47phox/p22phox peptide binding inhibitors, primary screen, biochemical, uHTS, NADPH oxidase regulatory subunit | Neutrophil cytosol factor 1 (Homo sapiens), P14598 | fluorescence polarization, 2 h | inhibition, % at 24.7 µM | 220,000 tested, 0.53% active;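 active means inhibition above about 30%, limit read from the data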;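 further: 0% = p47phox with labelled peptide and 100% = labelled peptide alone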
# Tb hexokinase: Trypanosoma brucei hexokinase 1 inhibitors, primary screen, biochemical, G6PDH-coupled NADH absorbance, MLSCN library | recombinant TbHK1, G6PDH-coupled NADH A340 | inhibition, % at 10 µM | 220,000 tested, 0.11% active | AID 1430, 2008;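 active means inhibition of 50% or more in the single-dose primary screen; inactive means inhibition below 50%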
# BaF3 parental: parental Ba/F3 cell viability inhibition, counter-screen for JAK2V617F inhibitor project, murine pro-B, CellTiter-Glo luminescence; CellTiter-Glo ATP luminescence; inhibition, % at 5.6 µM; 220,000 tested, 1.1% active;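 active means inhibition above a per-campaign cutoff, the mean inhibition of all tested compounds plus 3 SD, cut at about 27% in these data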;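 further: 0% = DMSO wells and 100% = JAK Inhibitor I control wells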
# EP2 antag: human EP2 receptor antagonists, primary screen, TR-FRET cAMP, C6 glioma cells. Prostaglandin E2 receptor EP2 subtype (Homo sapiens), P43116. C6 glioma cells expressing human EP2; cells stimulated with saturating PGE2. inhibition, % at 25 µM. 260,000 tested, 0.52% active;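 active means percent inhibition above 40 after rounding to a whole number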;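 further: rat C6 glioma host cells with rolipram phosphodiesterase inhibitor present; the protocol text gives 20 µM as final concentration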
# Target sequence (P43116 whole entry, looked up): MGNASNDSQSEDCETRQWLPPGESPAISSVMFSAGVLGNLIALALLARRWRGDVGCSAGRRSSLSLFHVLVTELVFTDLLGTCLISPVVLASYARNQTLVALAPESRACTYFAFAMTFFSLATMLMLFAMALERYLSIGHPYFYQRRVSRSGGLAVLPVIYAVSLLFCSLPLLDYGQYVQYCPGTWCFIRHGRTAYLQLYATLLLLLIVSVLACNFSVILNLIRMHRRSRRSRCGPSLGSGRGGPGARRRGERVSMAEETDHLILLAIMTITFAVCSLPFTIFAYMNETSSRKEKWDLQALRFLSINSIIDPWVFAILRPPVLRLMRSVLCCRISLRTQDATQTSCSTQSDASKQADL
# p97 inhibitor: inhibitors of human p97 ATPase, primary screen, biochemical; Transitional endoplasmic reticulum ATPase (Homo sapiens), P55072; inhibition, % at 8 µM; 220,000 tested, 0.42% active; AID 1481, 2009; recombinant p97 ATPase, Kinase-Glo ATP luminescence, 3 h; in the data active means inhibition above about 15%;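 further: 0% = DMSO vehicle and 100% = wells lacking enzyme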
# An asterisk follows results filed as active; . = no result given; & = joins results of further samples; [ ] = dose if it differs, or a comment. A portion of the library; count on the stated rates, not on these rows.
SMILES,Ba/F3 V617F tox,PPC-1+TRAIL kill,Furin inh,RBBP9 inhibitor,NCF1 inh,Tb hexokinase,BaF3 parental,EP2 antag,p97 inhibitor
Cc1ccc(C(=O)NNC(=O)CSc2nnc(-c3ccncc3)n2-c2ccc(C)cc2)cc1,-7,14,-17[20 µM],2,-3,-4,0,3,3
O=C(CSc1nnc(NC(=O)c2ccc(S(=O)(=O)N3CCOCC3)cc2)s1)Nc1ccccc1C(F)(F)F,-3,34,-20,4,-9,23,0,6,5
Cc1ccccc1-n1c(SCc2cc(=O)n3ccccc3n2)nc2[nH]ncc2c1=O,7,-20,-10,-11,-11,-20,7,4,0
Cc1ccc(Nc2cc(=O)[nH]c(=O)[nH]2)cc1Cl,1,14,-18,-5,-5,3,0,4,6
O=C(CN1CCC(O)(c2cccc(F)c2)CC1)NCCc1c[nH]c2ccccc12,-2,13,-21,-4,0,-5,-7,6,2
O=C(Nc1nccs1)c1cc2c(s1)-c1ccccc1OC2,1,27,-26,-8,14,-2,10,.,6
COc1cc(CNC(C)c2ccccc2)cc(Cl)c1OCC(=O)Nc1ccccc1 (stereo unspecified),-2,-5,-19,-8,-20,4,1,8,-1
CCOc1ccc(-c2nc(N)ncc2-c2ccccc2OC)c(O)c1,4,15,-12,-8,-7,-9,-1,7,-2
CCOc1cc(N2CCOCC2)c(OCC)cc1NC(=O)CN1C(=O)NC(C)(C2CC2)C1=O (stereo unspecified),-2,6,-26,-5,-4,1,2,10,0
O=C(Cn1nc(-c2ccc(Cl)cc2)ccc1=O)NCC1CCCO1 (stereo unspecified),-3,-5,-31,-6,4,-12,1,12,2
CCCS(=O)(=O)N1CCCC(C(=O)NCCN2CCCCC2C)C1 (stereo unspecified),3,6,-25,-11,.,-5,3,17,-2
CC(C)(C)NC(=O)C(c1ccc(F)cc1)N(Cc1cccs1)C(=O)c1ccc(CN2CCOCC2)o1 (stereo unspecified),-2,-4,-15,-13,-3,-12,1,8,-3
O=C(O)c1ccc(Oc2ccc(C(F)(F)F)cn2)cc1,-1,-6,-16,-6,2,2,0,1,8
O=C(Nc1c2c(nn1-c1ccccc1)CSC2)c1ccc(N2C(=O)CCC2=O)cc1,-3,7,-9,-3,4,-3,0,4,1
O=C(CSc1nnnn1-c1ccccc1Cl)Nc1ccc2c(c1)OCCO2,-1,4,-18,-3,-16,-1,1,11,4
Cn1nc(C(=O)NCCN2CCOCC2)c2ccccc2c1=O,1,27,-6[20 µM],-9,-4,1,3,1,-5
OC(COCCOc1ccc(Br)cc1)CN1CCCCC1 (stereo unspecified),2,28,-12,-7,2,8,5,6,-6
O=C(O)CSC(=S)N1CCCC1,-4,5,-9,-9,-5,1,-1,11,2
O=C(CN1CCOCC1)Nc1scc2c1c(=O)oc1ccccc12,0,14,-15,0,9,-13,-1,8,-2
Cn1c(CN2CCCCC2)nc2cc(NC(=O)c3ccc(F)cc3)ccc21,1,1,-21,-7,-10,1,0,7,-2
CCNc1nc(NC(C)(C)C)nc(SCC(N)=O)n1,-1,-16,-14,6,12,-7,0,7,-1
O=c1c(Cc2ccc(Cl)cc2Cl)c(O)ccn1Cc1ccncc1,1,-8,-8,-6,5,5,3,3,-3
COc1ccc(CCNC(=S)NCc2ccc(Cl)c(Cl)c2)cc1OC,-2,6,-17,-8,-11,-2,2,13,-3
CCOc1ccc(C2C([N+](=O)[O-])=C(C)N(C)C(=O)N2C)cc1OC (stereo unspecified),0,6,-10,-14,-1,-12,2,8,7
COc1ccccc1CN1C[C@@H]2C[C@@H](c3ccccc3OC)N3CCC[C@@]23C1=O,0,12,-20,-11,-17,2,0,9,-2

# The list goes on.
SMILES,Ba/F3 V617F tox,PPC-1+TRAIL kill,Furin inh,RBBP9 inhibitor,NCF1 inh,Tb hexokinase,BaF3 parental,EP2 antag,p97 inhibitor
CCN(CC)C1CCN(C(=O)CCc2nnc(CCCCc3ccccc3)o2)C1 (stereo unspecified),3,1,-24,-5,5,-3,4,12,-6
CCOc1ccc(C(=O)NC2CCN(C(=O)Nc3ccccc3OC)CC2)cc1,3,23,-3[20 µM],-8,8,7,5,13&12,-7
CC1CCN(c2nnc(N)s2)CC1,1,.,-28,-3,-14,-4,2,5,-2
CC(CCc1ccccc1)NC(=O)C1CCN(S(=O)(=O)c2cnc[nH]2)CC1 (stereo unspecified),-2,8,-12[20 µM],5,-2,-2,3,10,6
C/C(=N\NC(=O)c1ccccc1C)c1ccc(NC(=O)c2cccs2)cc1,8,19,7[20 µM],-13,-6,7,11,.,-4
CCC(=O)N(CCC(c1ccco1)C(C)C)Cc1ccccc1 (stereo unspecified),-4,8,-8,7,-11,-7,2,1,-1
Cc1ccc(CN(Cc2ccco2)C(=S)NCC(=O)O)cc1,3,-27,-14,-6,-6,8,4,4,-3
CC1(C(=O)NCc2cccnc2)CCC(=O)N1CCc1ccccc1 (stereo unspecified),0,.,-10,-4,-1,2,3,12,0
COc1ccc(NC(=O)C2CCCN(S(=O)(=O)c3ccc4c(c3)oc(=O)n4C)C2)c(OC)c1 (stereo unspecified),-4,9,-12,-1,-14,-5,1,10,0
O=C(Nc1ccc(Cl)cc1)c1ccc2nsnc2c1,-2,14,-10,-7,-5,-4,0,5,3
CCOCCn1c(CCCO)nc2ccccc21,-1,-9,-16,-7,-1,1,0,.,-3
CN(Cc1ccccc1)C(=O)c1c[nH]c2ccc(S(=O)(=O)N3CCOCC3)cc2c1=O,-1,21,-9,6,-3,-8,0,9,5
O=C(NCc1ccccn1)C(=O)Nc1nc(-c2ccccc2)cs1,3,11,3,-7,-11,-13,-5,7,4
Cc1nn(CC(=O)N2CCCc3ccccc32)c(C)c1[N+](=O)[O-],-3,2,-16,-2,2,-4,-1,3,6
O=C(NC(Cc1ccccc1)c1ccc2c(c1)OCCCO2)c1ccc(F)cc1 (stereo unspecified),4,29,-9[20 µM],-10,-42,0,7,11,0
O=C1NCCCC1C(=O)N/N=C/c1ccccc1O (stereo unspecified),-2,18,-24,-2,-30,-5,3,4,5
CC(=O)C1C(c2ccccc2)c2c(n[nH]c2C)CC1(C)O (stereo unspecified),-1,18,-7[20 µM],-7,-5,5,1,16,0
C=C(C)CSc1nc2c(cc1C#N)CCC2,1,-5,10,2,-15,2,2,8,-3
COc1ccc(N=C(C)C2=C(O)CSC2=O)cc1,1,22,-8[20 µM],-2,-13,-30,1,3,-5
COc1cccc(-c2nc(=S)c3c(n2Cc2ccco2)CCCC3)c1,2,3,-14[20 µM],-12,-36,-9,0,4,-1
COc1ccc(C(C(=O)NC2CCCCC2)N(C(=O)c2sc(C)nc2C)c2ccc(C(C)=O)cc2)cc1 (stereo unspecified),-1,-9,-21[20 µM],-1,-2,-7,6,-6,0
CCOc1ccccc1N1CCN(C(=S)Nc2ccc(S(N)(=O)=O)cc2)CC1,4,14,-8,-4,-3,35,11,6,5
O=C(NNC(=O)c1cc(O)c(O)c(O)c1)NC1CCCCC1,-5,6,-23[20 µM],14*,-4,5,3,9,4
Cn1ncc2c(NNC(=O)c3ccccc3Cl)ncnc21,-2,11,-17,-6,-17,-9,9,2,4
CC(C)N(CCNC(=O)c1cn(C)c2ccc(S(=O)(=O)N(C)C)cc2c1=O)Cc1ccccc1,-4,9,-23,2,-5,-12,5,7,-5

# Later entries
SMILES,Ba/F3 V617F tox,PPC-1+TRAIL kill,Furin inh,RBBP9 inhibitor,NCF1 inh,Tb hexokinase,BaF3 parental,EP2 antag,p97 inhibitor
CCOC(=O)Cc1cnc(NC(=O)CSc2nc(N)cc(N)n2)s1,-3,26,-28,-9,-6,-3,5,5,5
CCCCC(CC(O)COCCC)c1n[nH]c(=S)n1-c1ccccc1 (stereo unspecified),5,9,0,-1,-12,13,16,2,-6
O=C(Oc1cccc(-n2cnnn2)c1)c1sc2ccccc2c1Cl,-4,6,-9,3,-2,3,-1,5&4,1
CCC(C)NC(=O)c1ccc2c(c1)N(Cc1ccccc1)C(=O)CS2 (stereo unspecified),1,4,-30,6,4,-2,1,5,-1
Cc1nc2sc(C(c3ccco3)N3CCC(Cc4ccccc4)CC3)c(O)n2n1 (stereo unspecified),-1,18,-24,-8,-16,-3,3,10,-1
Cc1ccc(N2C(=O)c3cccc4c(Oc5ccccc5[N+](=O)[O-])ccc(c34)C2=O)c(C)c1,2,4,1,-2,1,20,4,10,3
Cc1ccc(C(=O)/C=C/N(C)C)o1,6,12,-11,-5,-1,-33,6,8,-4
COC(=O)c1ccc(NC(=O)C2CCCN(S(C)(=O)=O)C2)cc1 (stereo unspecified),2,-7,-26,-3,-3,1,8,7,0
C/C(=N\NC(=O)c1nn(C)c(C)c1Br)c1ccc(NC(=O)c2ccccc2F)cc1,4,11,-17,-1,-35,-8,6,2,-1
CC1CCCCC1NC(=O)c1ccc(N2CCCC2=O)cc1 (stereo unspecified),1,-5,-20[20 µM],-11,-8,2,4,7,-2
CC1=C(C(=O)OCc2ccccc2)C(c2ccc(N(C)C)cc2)NC(=O)N1 (stereo unspecified),-1,0,-12[20 µM],-11,-21,8,1,5,-2
CC(=O)c1cc2c(cc1N/C(=N/S(=O)(=O)c1ccccc1)c1ccc(Cl)cc1)OCO2,1,12,-24,-12,-1,-5,1,5,-4
Cc1ccc(NNC(=O)CCc2ccccc2)c(C)c1,1,4,-11,0,-5,10,-1,10,0
C/C(=N\NC(=O)c1ccc(Cl)c(Cl)c1)c1ccc(Br)s1,-3,25,-17,-8,-3,-2,4,12,8
O=C(CSc1nnc(-c2ccncc2)n1Cc1ccco1)Nc1cccc(O)c1,-2,3,-30,-3,7,1,8,7,5
CCOc1ccccc1-n1c(SCC(=O)NC)nnc1-c1ccco1,-2,7,-22,-4,-14,5,4,9,5
COC(=O)c1cc2c(N)c(C(=O)c3ccccc3)sc2nc1C(OC)OC,7,11,-4,-12,-15,-10,6,6,-2
O=C(NCCCNCc1ccccc1)/C(=N\O)c1ccccc1,-2,7,-11,1,-7,3,2,10,3
Cc1ccc(S(=O)(=O)Oc2ccc(/C=C(/NC(=O)c3ccccc3)C(=O)O)cc2)cc1,-1,16,-22,-7,-5,1,-5,4,3

# Compound profiles (already shown). Values in the order: Ba/F3 V617F tox	PPC-1+TRAIL kill	Furin inh	RBBP9 inhibitor	NCF1 inh	Tb hexokinase	BaF3 parental	EP2 antag	p97 inhibitor
# Results for Cc1ccc(NNC(=O)CCc2ccccc2)c(C)c1 = 1	4	-11	0	-5	10	-1	10	0
# Results for CCCCC(CC(O)COCCC)c1n[nH]c(=S)n1-c1ccccc1 (stereo unspecified) = 5	9	0	-1	-12	13	16	2	-6

# Some values from above.
# PPC-1+TRAIL kill result of `COC(=O)c1ccc(NC(=O)C2CCCN(S(C)(=O)=O)C2)cc1` (stereo unspecified) = -7
# BaF3 parental result of `C/C(=N\NC(=O)c1ccc(Cl)c(Cl)c1)c1ccc(Br)s1` = 4
# BaF3 parental result of `Cc1ccc(NNC(=O)CCc2ccccc2)c(C)c1` = -1
# PPC-1+TRAIL kill result of `CCC(C)NC(=O)c1ccc2c(c1)N(Cc1ccccc1)C(=O)CS2` (stereo unspecified) = 4

# Bioassay records as filed in PubChem BioAssay.
